TRPC6 inhibitor – inhibitors of mouse TRPC6 channel. HEK293-TRPC6, membrane potential dye, ACh-evoked depolarization; hits give low values. B-score at 10 µM. 310,000 compounds, 1.1% hits. AID 2553;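 active = B-score under library mean minus 3 SD, initial fluorescence not abnormally high, positive integrated signal ratio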;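 note: B-score derived from integrated fluorescence ratio over the kinetic read; more negative B-score means stronger inhibition of depolarization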
Platelet DG rel – modulates dense granule release in human platelets | human platelet-rich plasma, SFLLRN dense granule ATP release, luminescence | inhibition, %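 (compounds screened at 7.5 µM in platelet-rich plasma)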 | 300,000 compounds, 0.22% hits | AID 1663;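 active = mean replicate score, as percent of positive control, at or above 50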
MrgX1 allo act – human MrgX1 positive allosteric modulation, primary screen; Q96LB2; MrgX1-HEK293, Fluo-4 calcium flux, FDSS; hits give high values; B-score at 10 µM; 310,000 compounds, 0.63% hits; AID 588675;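 active = plate-corrected calcium response at least 3 library SD above typical, normal starting fluorescence, not activating the receptor alone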;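 note: compound read alongside a low EC10 to EC30 dose of BAM8-22 agonist; peak minus trough fluorescence over baseline measured at the second addition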
TRPC4 inh – TRPC4 (mouse) channel inhibition; Q9QUQ5; HEK293 TRPC4beta/mu-opioid, DAMGO-evoked Fluo4 calcium flux; hits give low values; B-score at 10 µM; 300,000 compounds, 0.39% hits; AID 2247;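 active = B-score over 3 SD under the library average, no early fluorescence shift, positive overall ratio signal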
Target sequence (Q9QUQ5 whole entry, looked up): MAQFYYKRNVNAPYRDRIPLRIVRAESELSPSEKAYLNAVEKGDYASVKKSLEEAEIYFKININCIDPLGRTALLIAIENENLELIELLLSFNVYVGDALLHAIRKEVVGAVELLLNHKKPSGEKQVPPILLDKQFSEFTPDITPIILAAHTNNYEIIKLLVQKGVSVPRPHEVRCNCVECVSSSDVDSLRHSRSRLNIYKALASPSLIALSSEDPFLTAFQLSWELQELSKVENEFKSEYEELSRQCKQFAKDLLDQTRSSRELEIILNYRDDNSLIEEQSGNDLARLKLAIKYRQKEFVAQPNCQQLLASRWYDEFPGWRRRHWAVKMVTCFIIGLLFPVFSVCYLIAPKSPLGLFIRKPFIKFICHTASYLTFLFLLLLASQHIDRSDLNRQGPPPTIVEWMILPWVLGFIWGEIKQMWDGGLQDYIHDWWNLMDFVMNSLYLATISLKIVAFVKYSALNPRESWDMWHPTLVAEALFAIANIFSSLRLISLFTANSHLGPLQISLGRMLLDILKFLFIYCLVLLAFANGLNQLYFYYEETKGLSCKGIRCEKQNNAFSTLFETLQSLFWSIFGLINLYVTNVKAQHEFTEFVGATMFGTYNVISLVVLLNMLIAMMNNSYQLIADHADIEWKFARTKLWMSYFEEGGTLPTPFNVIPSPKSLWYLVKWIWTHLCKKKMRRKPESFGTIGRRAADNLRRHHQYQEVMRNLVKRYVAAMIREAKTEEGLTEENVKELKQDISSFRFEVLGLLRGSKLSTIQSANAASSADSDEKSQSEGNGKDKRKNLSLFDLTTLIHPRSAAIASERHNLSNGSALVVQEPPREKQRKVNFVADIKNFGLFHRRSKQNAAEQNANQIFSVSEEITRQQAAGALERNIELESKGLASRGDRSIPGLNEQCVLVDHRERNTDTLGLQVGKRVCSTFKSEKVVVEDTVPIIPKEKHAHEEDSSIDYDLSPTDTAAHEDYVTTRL
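Assay system: TRPC4beta/mu-opioid receptor HEK293 cell line; compound dosing: single concentration per test compound; detection: Fluo4 Ca2+ flux fluorescence; evaluation: per-well B score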
TRPC6 activator – mouse TRPC6 channel activation | HEK293-TRPC6 membrane potential dye fluorescence; hits give high values | B-score at 10 µM | Q61143 | 310,000 compounds, 0.13% hits;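 active = B-score of the integrated fluorescence ratio above library mean plus 3 SD, and starting fluorescence ratio within library mean plus 5 SD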;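 note: higher score means more depolarization so channel activation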
SKKanGAS inh – blocks kanamycin growth of S. pyogenes SKKanGAS strain. BacTiter-Glo, 6 h. inhibition, % at 7.5 µM. 300,000 compounds, 1.3% hits;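 active = mean replicate score, as percent of positive control median, at least 50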;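 note: strain carries kanamycin resistance gene driven by streptokinase promoter and grows in 40 µg/ml kanamycin; loss of luminescence reflects streptokinase promoter inhibition or plain growth inhibition; 0% = median of DMSO wells and 100% = positive control at its reference dose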
RGS4 pot – RGS4 potentiation or activation; HEK293 M3R/inducible RGS4, carbachol calcium flux Fluo4; hits give low values; B-score at 10 µM; 310,000 compounds, 0.92% hits; AID 463111;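 active = B-score of the integrated calcium signal more than 4 SD below the library mean, with starting fluorescence not abnormally high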;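 note: negative B-score means reduced calcium response which marks RGS4 activation or potentiation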
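Detection: kinetic calcium fluorescence imaging with Fluo4-AM dye, 2 µM / Material: HEK293 cells with stable M3R and inducible RGS4 / Schedule: recording 10 s baseline at 1 Hz, 100 s post-agonist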
MrgX1 agonist – activates human MrgX1 receptor signaling; Q96LB2; MrgX1-HEK293 cells, Fluo-4 calcium fluorescence, agonist mode; hits give high values; B-score at 10 µM; 310,000 compounds, 0.44% hits; AID 588627;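 active = calcium response B-score plate-corrected fluorescence ratio at least 3 library SD, with starting fluorescence B-score inside 5 SD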
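System: HEK293 cells stably expressing human MrgX1 receptor; Dosing: test compound in the initial addition of three; Schedule: overnight plating, then 30 min 37 °C plus 30 min room-temperature dye loading; Detection: kinetic calcium dye fluorescence, Fluo-4 NW; Controls: per-plate positive and negative controls for Z′ factor.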
RGS4 block – inhibitors of human RGS4 | P49798 | B-score at 10 µM | HEK293 M3R/RGS4 inducible, Fluo-4 calcium flux; hits give high values; triggered by carbachol at its EC20 | 310,000 compounds, 0.45% hits | AID 463165;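 active = B-score, a plate-corrected calcium signal, over three deviations above library mean, with baseline fluorescence within five deviations of library mean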;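 note: RGS4 expression induced by doxycycline in cells with stable M3 receptor; B-score is computed from the integrated fluorescence ratio over baseline after carbachol; higher B-score means a larger calcium signal and so more RGS4 inhibition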
HIF activator – HIF pathway transcriptional activation. activation, % at 7.5 µM (by protocol). 300,000 compounds, 0.32% hits. U2OS HRE-luciferase reporter, luminescence; normalized: DMSO 0%, desferrioxamine 100%;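 active = mean activation of at least 10% of the iron chelator positive control signal, with at least half of replicates also reaching 10%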
MrgX1 antagonist – blocks BAM8-22 activation of human MrgX1 receptor; Q96LB2; MRGX1-HEK293 calcium flux, Fluo-4, BAM8-22 antagonism; hits give low values; B-score at 10 µM; 310,000 compounds, 1.3% hits; AID 588676;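 active = calcium-response B-score plate-corrected more than 3 library SD below zero, starting fluorescence within 5 deviations, no agonist response on first addition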;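 note: peak minus trough fluorescence over baseline after final BAM8-22 challenge near maximal dose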
* = called active by the depositor; i = inactive; x = no result given.

SMILES | TRPC6 inhibitor | Platelet DG rel | MrgX1 allo act | TRPC4 inh | TRPC6 activator | SKKanGAS inh | RGS4 pot | MrgX1 agonist | RGS4 block | HIF activator | MrgX1 antagonist
CCOc1ccc2nc(NCCCNS(=O)(=O)c3ccc(F)cc3)c(C#N)cc2c1 | i | 2 | i | i | i | -2 | i | i | i | 0.0 | i
C#CC(CCN1CCCCC1)(OC)c1ccccc1 (centres undefined) | i | -4 | i | i | i | 0 | -8.3* | i | i | -2.4 | i
CC1(C)C(c2ccccc2)=NC(c2ccc(F)cc2)N1O (centres undefined) | i | 4 | i | i | i | 3 | i | i | i | x | i
CN(C)S(=O)(=O)c1cccc(NC(=O)COC(=O)/C=C/c2ccc3c(c2)OCO3)c1 | i | 1 | i | i | i | 14 | i | i | i | -0.1 | i
COc1ccc(CCNC(=O)COC(=O)/C=C/c2cccs2)cc1 | i | 2 | i | i | i | -8 | i | i | i | -0.2 | i
CC(=O)N1CCN(C(=O)c2cccc(NS(=O)(=O)c3ccc(Br)cc3)c2)CC1 | i | -25 | i | i | i | -12 | i | i | i | -0.6 | i
CCOc1ccccc1CNC(=O)c1cn(C)c(=O)c2c1c1ccccc1n2C | i | -1 | i | i | i | -3 | i | i | i | 0.1 | i
CC1CC(C)CN(CCCNC(=O)COc2cc(=O)n(C)c3ccccc23)C1 (centres undefined) | i | -12 | i | i | i | 8 | i | i | i | 0.4 | i
CCn1cc(CCC(=O)NC(C)c2ccccc2)c2ccccc21 (centres undefined) | i | -6 | i | i | i | -4 | i | i | i | -0.1 | i
Cc1ccc(C)c(S(=O)(=O)N2CCN(CC(=O)Nc3sccc3C#N)CC2)c1 | i | -4 | i | i | i | 8 | i | i | i | -0.1 | i
Cc1occc1C(=O)N/N=C/c1ccc(OCc2ccccc2)cc1 | i | 6 | i | i | i | 1 | i | i | i | 2.7 | i
O=C(c1ccc(Cl)cc1)N1CCC(=O)N(C(CO)Cc2ccccc2)CC1 (centres undefined) | i | -5 | i | i | i | 11 | i | i | i | -0.7 | i
NS(=O)(=O)c1ccc(N2C(=O)C3CC=CCC3C2=O)cc1 (centres undefined) | i | 3 | i | i | i | 8 | i | i | i | -1.3 | i
CCC(C(=O)OCC(=O)N(C)c1c(N)n(Cc2ccccc2)c(=O)[nH]c1=O)c1ccccc1 (centres undefined) | i | 9 | i | i | i | -5 | i | i | i | 0.6 | i
COc1ccc(C(C#N)N2CCCCC2)cc1OC (centres undefined) | i | -3 | i | i | i | -15 | i | i | i | 0.0 | i

The list goes on, overlapping the part above by 2 compounds.
SMILES | TRPC6 inhibitor | Platelet DG rel | MrgX1 allo act | TRPC4 inh | TRPC6 activator | SKKanGAS inh | RGS4 pot | MrgX1 agonist | RGS4 block | HIF activator | MrgX1 antagonist
CCC(C(=O)OCC(=O)N(C)c1c(N)n(Cc2ccccc2)c(=O)[nH]c1=O)c1ccccc1 (centres undefined) | i | 9 | i | i | i | -5 | i | i | i | 0.6 | i
COc1ccc(C(C#N)N2CCCCC2)cc1OC (centres undefined) | i | -3 | i | i | i | -15 | i | i | i | 0.0 | i
CCOCCCN1C(=O)CN(C2CCCCCC2)C(=O)C1c1ccc(OC)cc1 (centres undefined) | i | -2 | i | i | i | -1 | i | i | i | -0.1 | i
COc1ccc(OC)c(C2C3=C(CCCC3=O)Nc3c2c(=O)n(C)c(=O)n3C)c1 (centres undefined) | i | 0 | i | i | i | -8 | i | i | i | -0.1 | i
CCOc1cc(NC(=O)c2ccccn2)c(OCC)cc1NC(=O)c1ccccc1 | i | 3 | i | i | i | -1 | i | i | i | 0.1 | i
O=C(Nc1ccc(N2CCOCC2)cc1)c1nc2ccccc2s1 | i | 88* | i | i | i | 12 | i | i | i | 2.2 | i
Cc1ccc(/C=C/c2ccc(=O)n(Cc3ccccc3Cl)n2)cc1 | i | -16 | i | i | i | 69* | i | i | i | -0.5 | i
CCN(CC)C(=O)Nc1c(C)n(C)n(-c2ccccc2)c1=O | i | -37 | i | i | i | 2 | i | i | i | -0.2 | i
CN(/N=C/c1cccnc1)C1=NS(=O)(=O)c2ccccc21 | i | -5 | i | i | i | 5 | i | i | i | -0.1 | i
CCOC(=O)N1CCC(Nc2ncnc3c2cnn3-c2ccccc2)CC1 | i | 7 | i | i | i | 4 | i | i | i | 1.0 | i
CCOc1ccc(C2C(C(N)=O)=C(C)Nc3ncnn32)cc1OC (centres undefined) | i | 5 | i | i | i | 2 | i | i | i | -0.8 | i
O=C(COc1ccc([N+](=O)[O-])cc1)Nc1cc(C(=O)O)cc(C(=O)O)c1 | i | -9 | i | i | i | -3 | i | i | i | -0.1 | i
Cc1ccccc1CS(=O)(=O)c1ccc(C(=O)N2CCC(C)CC2)cc1[N+](=O)[O-] | i | -2 | i | i | i | -2 | i | i | i | -0.1 | i
CCNC(=S)NNC(=O)c1cc(-c2cc(C)ccc2C)nc2ccccc12 | i | 2 | i | i | i | 7 | i | i | i | -0.5 | i
CCCNC(=O)c1ccc2c(c1)ncn2-c1cc(C)cc(C)c1 | i | 9 | i | i | i | 5 | i | i | i | -0.7 | i
CC(C)CCNc1nc(N)c([N+](=O)[O-])c(NCCO)n1 | i | 7 | i | i | i | -14 | i | i | i | -0.2 | i
CC(C)(C)NS(=O)(=O)c1ccc2c(c1)oc(=O)c1cc(S(=O)(=O)NC(C)(C)C)ccc12 | i | 0 | i | i | i | 7 | i | i | i | -0.4 | i

Four structures from above, sorted by SMILES length, lowest first.
SMILES | TRPC6 inhibitor | Platelet DG rel | MrgX1 allo act | TRPC4 inh | TRPC6 activator | SKKanGAS inh | RGS4 pot | MrgX1 agonist | RGS4 block | HIF activator | MrgX1 antagonist
O=C(Nc1ccc(N2CCOCC2)cc1)c1nc2ccccc2s1 | i | 88* | i | i | i | 12 | i | i | i | 2.2 | i
CC(C)CCNc1nc(N)c([N+](=O)[O-])c(NCCO)n1 | i | 7 | i | i | i | -14 | i | i | i | -0.2 | i
CCOCCCN1C(=O)CN(C2CCCCCC2)C(=O)C1c1ccc(OC)cc1 (centres undefined) | i | -2 | i | i | i | -1 | i | i | i | -0.1 | i
CC(=O)N1CCN(C(=O)c2cccc(NS(=O)(=O)c3ccc(Br)cc3)c2)CC1 | i | -25 | i | i | i | -12 | i | i | i | -0.6 | i

Continued:
SMILES | TRPC6 inhibitor | Platelet DG rel | MrgX1 allo act | TRPC4 inh | TRPC6 activator | SKKanGAS inh | RGS4 pot | MrgX1 agonist | RGS4 block | HIF activator | MrgX1 antagonist
O=C(CSc1nnnn1C1CCCCC1)N1CCN(C(=O)c2ccco2)CC1 | i | 2 | i | i | i | 4 | i | i | i | 0.7 | i
CCOC(=O)C1CCCN(C(=O)c2ccc(-c3ccc([N+](=O)[O-])cc3)o2)C1 (centres undefined) | i | -11 | i | i | i | -8 | -9* | i | i | 0.4 | i
C[C@H](/C=C/[C@@]1(O)[C@H](C)C[C@H](O)CC1(C)C)O[C@@H]1O[C@H](CO)[C@@H](O)[C@H](O)[C@H]1O | i | 0 | i | i | i | 3 | i | i | i | -0.1 | i
O=C(Cc1ccccc1F)Nc1nc(-c2ccc(F)cc2)cs1 | i | 0 | i | i | i | 27 | i | i | i | 0.9 | i
COc1cccc(/C=N/NC(=O)CC(=O)NCCc2ccccc2)c1OC | i | 10 | i | i | i | -2 | i | i | i | 0.2 | i
COCCN(CC(=O)NCc1ccc(OC)cc1)C(=O)CCC(=O)Nc1nccs1 | i | 3 | i | i | i | -2 | i | i | i | 0.0 | i
COc1cc(CCC(=O)OCC(=O)NC2CCCC(C)C2C)cc(OC)c1OC (centres undefined) | i | 3 | i | i | i | -5 | i | i | i | -1.2 | i
CC(=O)c1ccc(S(=O)(=O)Nc2cccc(-n3cnnn3)c2)cc1 | i | -4 | i | i | i | 4 | i | i | i | -0.5 | i
NNC(=O)c1ccc(CSc2cccc3cccnc23)cc1 | i | -5 | i | i | i | -4 | i | i | i | 1.3 | -4.6*
O=c1oc2ccccc2n1CCCOc1ccccc1 | i | 0 | i | i | i | -1 | i | i | i | 2.8 | i
COc1ccc(-c2nnn(CC(=O)N(CCO)C(C(=O)NC3CCCC3)c3ccncc3)n2)cc1 (centres undefined) | i | 18 | i | i | i | 2 | i | i | i | -0.8 | i
CCc1cccc(CC)c1NC(=O)COC(=O)CCc1cc(OC)c(OC)c(OC)c1 | i | -18 | i | i | i | 0 | i | i | i | 0.4 | i
O=[N+]([O-])c1cc(Br)c(O)c(/C=N/Nc2nnnn2-c2cccc3ccccc23)c1 | i | 4 | i | i | i | 66* | i | i | i | 0.3 | i
COc1cc(OC)c(OC)cc1CCC(C)NC(=O)Cc1ccccc1 (centres undefined) | i | -2 | i | i | i | -1 | i | i | i | 0.1 | i
COc1ccc(OC)c2c1sc(=NC(=O)c1ccco1)n2C | i | -6 | i | i | i | -11 | i | i | i | -0.2 | i
O=C(COC(=O)c1cccc(S(=O)(=O)NCc2ccccc2)c1)c1ccc2c(c1)OCCO2 | i | -1 | i | i | i | -1 | i | i | i | 0.2 | i
COCCNC(=O)C(c1cccs1)N(CCc1ccccc1)C(=O)Cn1nnc2ccccc21 (centres undefined) | i | -1 | i | i | i | -1 | i | i | i | -0.6 | i
Cc1ccc(NC(=O)c2cc(-c3cccc(O)c3)on2)cc1C | i | 5 | i | i | i | 0 | i | i | i | 3.8 | i
CCNC(=S)NNC(=O)c1ccccc1OC(F)F | i | -6 | i | i | i | 3 | i | i | i | -0.3 | i
CN(CC(CC(=O)O)c1ccccc1)S(=O)(=O)c1ccc(Br)cc1 (centres undefined) | i | -33 | i | i | i | 3 | i | i | i | -0.2 | i

Assay outcomes: PubChem BioAssay, several laboratories
